From PubChem
PABP1 MLLE inh = inhibitors of microRNA-mediated deadenylation, human PABP1 MLLE binding. 360,000 tested, 0.36% active. AID 588489. GST-MLLE / FITC-PAM2 fluorescence polarization. inhibition, % at 20 µM. P11940; in the data active = inhibition above about 35%, passing the limit was not always enough;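 also: plate controls were DMSO wells with GST-MLLE for no effect and wells lacking GST-MLLE protein for full effect; some results filed as inactive read as strong as hits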
CSN inh = CSN deneddylation inhibition | inhibition, % at 12.5 µM | 360,000 tested, 0.38% active | Q92905 | Purified CSN, SCF-Nedd8-OG deneddylation, fluorescence polarization;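 active = pattern-corrected inhibition above about 35%, with an unprinted fluorescence ratio check between 0.5 and 1.5, limit read from the data, passing the limit was not always enough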;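 also: 0% = enzyme with substrate and 100% = substrate without enzyme; some results filed as inactive read as strong as hits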
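Assay system: HEK293T-derived human Csn5 enzyme; quantity: 0.24 nM enzyme; medium: Tris/NaCl/DTT buffer, pH 7.5; also added: substrate SCFSkp2-Nedd8OG, 10 nM; doses: 12.5 µM compound; schedule: 90 min reaction at room temperature; signal: FP; read-out: % inhibition of substrate cleavage by Csn5; benchmarks: substrate-only high control, full reaction low control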
FAS-TE inh = inhibitors of human fatty acid synthase thioesterase domain; P49327; recombinant FAS-TE, OMFH fluorogenic substrate, fluorescence endpoint; inhibition, % at 15 µM; 360,000 tested, 0.67% active;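 active = compounds whose normalised, plate-corrected inhibition of enzyme fluorescence in the single-dose primary screen is 50% or more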;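 also: 0% = DMSO with enzyme and 100% = substrate without enzyme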
MsrA inh = inhibits bovine methionine sulfoxide reductase A. purified bovine MsrA, absorbance read-out. inhibition, % at 15.5 µM. 360,000 tested, 0.75% active. AID 651718; in the data active = inhibition above about 4.5%;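 also: 0% = vehicle wells with enzyme and 100% = reference inhibitor wells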
MsrA act = bovine methionine sulfoxide reductase A activation; purified bovine MsrA, absorbance read-out; activation, % at 10.6 µM; 360,000 tested, 0.3% active; AID 602163; in the data active = activation above about 7.5%;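 also: 0% = vehicle and 100% = reference activator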
Rin1 Abl inh = human Rin1-Abl interaction inhibition. TR-FRET Rin1/Abl binding, biochemical. inhibition, % at 7.35 µM. 360,000 tested, 0.4% active; in the data active = inhibition above about 5%, passing the limit was not always enough
Target sequence (P00519 whole entry, looked up): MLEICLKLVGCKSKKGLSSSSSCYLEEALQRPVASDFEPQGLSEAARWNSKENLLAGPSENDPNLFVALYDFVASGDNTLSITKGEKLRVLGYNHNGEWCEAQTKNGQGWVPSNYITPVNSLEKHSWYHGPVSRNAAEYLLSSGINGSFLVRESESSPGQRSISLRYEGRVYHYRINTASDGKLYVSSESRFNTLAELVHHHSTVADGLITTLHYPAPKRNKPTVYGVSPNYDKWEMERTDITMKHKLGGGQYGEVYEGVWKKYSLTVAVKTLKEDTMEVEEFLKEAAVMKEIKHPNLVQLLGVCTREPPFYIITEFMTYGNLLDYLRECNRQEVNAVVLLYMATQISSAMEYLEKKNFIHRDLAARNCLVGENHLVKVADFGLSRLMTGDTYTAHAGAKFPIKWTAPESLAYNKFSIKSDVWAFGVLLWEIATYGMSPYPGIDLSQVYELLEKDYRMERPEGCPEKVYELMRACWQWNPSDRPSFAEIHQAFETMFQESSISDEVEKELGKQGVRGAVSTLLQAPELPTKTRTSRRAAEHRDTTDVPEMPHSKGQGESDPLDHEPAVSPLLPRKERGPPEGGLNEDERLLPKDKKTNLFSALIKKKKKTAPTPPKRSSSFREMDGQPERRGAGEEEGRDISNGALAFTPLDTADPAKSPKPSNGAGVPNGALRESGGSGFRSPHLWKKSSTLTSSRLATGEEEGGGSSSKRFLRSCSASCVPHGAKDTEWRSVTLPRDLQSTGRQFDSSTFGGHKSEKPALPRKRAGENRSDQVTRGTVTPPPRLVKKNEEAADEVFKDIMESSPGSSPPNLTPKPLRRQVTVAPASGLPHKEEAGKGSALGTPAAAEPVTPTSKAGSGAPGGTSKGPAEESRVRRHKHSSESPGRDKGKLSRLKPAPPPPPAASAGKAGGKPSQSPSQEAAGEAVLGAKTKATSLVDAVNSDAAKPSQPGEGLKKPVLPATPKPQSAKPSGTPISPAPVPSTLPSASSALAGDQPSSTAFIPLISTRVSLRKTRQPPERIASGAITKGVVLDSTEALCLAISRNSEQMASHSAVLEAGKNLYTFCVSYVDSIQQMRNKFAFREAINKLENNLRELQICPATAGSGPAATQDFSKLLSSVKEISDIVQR
Target sequence (Q13671 whole entry, looked up): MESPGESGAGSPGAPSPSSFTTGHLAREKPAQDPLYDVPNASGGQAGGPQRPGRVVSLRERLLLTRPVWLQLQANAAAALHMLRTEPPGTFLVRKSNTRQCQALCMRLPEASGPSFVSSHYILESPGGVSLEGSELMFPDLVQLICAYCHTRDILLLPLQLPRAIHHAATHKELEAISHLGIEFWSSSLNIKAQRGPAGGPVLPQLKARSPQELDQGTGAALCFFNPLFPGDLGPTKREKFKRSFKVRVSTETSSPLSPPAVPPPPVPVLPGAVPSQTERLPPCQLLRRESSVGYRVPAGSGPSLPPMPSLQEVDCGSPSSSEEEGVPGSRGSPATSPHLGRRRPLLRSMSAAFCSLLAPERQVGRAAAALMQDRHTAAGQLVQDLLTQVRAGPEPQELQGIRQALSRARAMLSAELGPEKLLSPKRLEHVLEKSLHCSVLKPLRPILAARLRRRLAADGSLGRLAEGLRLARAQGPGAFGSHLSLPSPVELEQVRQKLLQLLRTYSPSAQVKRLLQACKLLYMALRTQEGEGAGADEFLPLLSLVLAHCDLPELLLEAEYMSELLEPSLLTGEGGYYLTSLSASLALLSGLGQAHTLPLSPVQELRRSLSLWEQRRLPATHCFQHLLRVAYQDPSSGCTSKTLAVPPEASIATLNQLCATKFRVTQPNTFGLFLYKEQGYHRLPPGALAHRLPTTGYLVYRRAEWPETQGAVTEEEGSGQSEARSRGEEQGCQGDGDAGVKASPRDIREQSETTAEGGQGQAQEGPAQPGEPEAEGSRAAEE
Rpn11 block = blocks the human proteasome subunit Rpn11; O00487; human 26S proteasome, Ub4-pepOG fluorescence polarization; 20S core pre-blocked with epoxomicin; calls only at 20 µM; 360,000 tested, 0.59% active; AID 588493;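 active = inhibition at 20 µM, scaled to each plate's controls, above about 33%, limit read from the data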
MT1-MMP act inh = blocks activation of human MT1-MMP. GFP/RFP ratio change, % at 20 µM. AID 651647. 360,000 tested, 0.061% active. P50281. HT1080 RFP-PRO-GFP cells, GFP/RFP ratio fluorescence, overnight; percent of plate control window, DMSO zero;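 active = GFP/RFP ratio change of at least 30% with cell ATP level not reduced by more than half and red fluorescence within 50% of control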; also: strong numbers were not always called active
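Assay system: HT1080 RFP-PRO-GFP cells | Dosing: 20 µM single dose, 1% DMSO | Incubation: Cells overnight before dosing, compound overnight, 37 °C, 5% CO2 | Evaluation: GFP/RFP fluorescence ratio | Control set: DMSO-only wells and HT1080 RFP-L50D-GFP cell wells as references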
eLon inh = inhibitors of E. coli Lon protease | purified E. coli Lon protease, fluorescence polarization | AID 602123 | 360,000 tested, 0.42% active | inhibition, % at 7.94 µM; in the data active = inhibition above about 13%, passing the limit was not always enough;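 also: 0% = enzyme with probe and DMSO and 100% = no enzyme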
Active calls of the source: *; i = inactive; . = no result given.

SMILES	PABP1 MLLE inh	CSN inh	FAS-TE inh	MsrA inh	MsrA act	Rin1 Abl inh	Rpn11 block	MT1-MMP act inh	eLon inh
CC(=O)Nc1ccc(Oc2cc(C#N)c(C#N)cc2N2CCOCC2)cc1	-10	-2	24	1.1	-2	2	i	3	-7
CCC(C)N(C(=O)CCC(=O)Nc1cc(C)on1)C(C(=O)NC(C)(C)C)c1ccccc1Cl (stereo not given)	-3	4	2	0.2	2	-3	i	-1	9
CCN(C(=O)COC(=O)c1cc(S(=O)(=O)N2CCc3ccccc32)ccc1OC)C1CCS(=O)(=O)C1 (stereo not given)	-24	-1	-4	-1.7	-4	3	i	2	-4
CN1C(=O)CSc2ccc(C(=O)O)cc21	-9	-6	-3	-0.3	0	-1	i	-2	-2
CCCCCCC(=O)N=Nc1c(O)[nH]c2ccc([N+](=O)[O-])cc12	-8	4	13	-1.2	3	2	i	10	-21
CCCS(=O)(=O)N1CCC(C(=O)NCCCOC)CC1	-1	0	-9	0.1	0	-4	i	3	-1
COc1cccc(OCCCCCCN2CCOCC2)c1	1	-9	-8	0.0	1	2	i	5	1
Cn1c(CN2CCCCC2)nc2cc(NC(=O)c3cccc(Br)c3)ccc21	-10	1	-1	-0.8	-8	3	i	1	-2
CCc1ccc(OCC(=O)N/N=C/c2cc([N+](=O)[O-])ccc2N2CCCCCC2)cc1	3	5	30	1.3	-3	2	i	11	-1
CCn1cnc2scc(-c3ccc(OC)cc3)c2c1=O	-7	4	-1	-0.4	-3	2	i	-4	-3
CC1CCCN(CCOCCSc2ccccc2)C1 (stereo not given)	-6	-8	-8	1.5	-7	1	i	3	13
COC(=O)CN1C(=O)COc2ccc(S(=O)(=O)N3CCCCCC3)cc21	1	2	-7	0.5	-1	0	i	0	-7
COc1ccc(C(=O)N2CC3(C)CC2CC(C)(C)C3)cc1OC (stereo not given)	3	-9	-8	0.7	-12	1	i	-1	7
O=C(CCOc1ccccc1)Nc1ccccc1F	3	-5	-3	.	-2	1	i	-1	2
O=C(NNc1nc(N2CCCC2)nc(N2CCCC2)n1)c1ccccc1	-9	-9	-3	-0.7	2	2	i	-1	-2
COc1ccc(N(CC(=O)N2CCOCC2)S(C)(=O)=O)cc1	2	2	-4	-0.4	-9	0	i	3	3
CCC1(CC)NC(=S)N(Nc2ccccc2)C1=O	-94	-3	-8	0.3	-4	2	i	2	8
COCCNC(=O)c1cccc(C)c1[N+](=O)[O-]	-1	-16	-14	-0.7	-1	-1	i	-3	-8
CC(=O)c1cccc(NC(=O)NC2CC3CCCC(C2)N3CC(C)C)c1 (stereo not given)	-1	1	-6	0.5	-4	3	i	0	1
CCCCN(C(=O)c1[nH]c(C)c(C(C)=O)c1C)c1c(N)n(CCCC)c(=O)[nH]c1=O	1	7	-2	-0.9	0	1	i	3	-1
CCCOc1ccc(C(=O)NNC(=S)NC(=O)c2ccccc2)cc1	30	-2	7	0.7	2	-1	i	-1	5
CCOc1c2ccc(C(=O)NCCCCc3ccccc3)cc2nn1CC	9	-1	-1	-1.0	-3	1	i	0	-4
Cc1cc(C(=O)CSc2nnc(-c3cccnc3)n2-c2ccccc2F)c(C)n1C	-42	-3	-6	1.7	-2	5	i	-2	-8
COc1ccccc1C(NC(=O)C1CCN(CCc2ccc(Br)cc2)CC1)c1ccccn1 (stereo not given)	6	-1	-10	-0.8	-2	-1	i	2	-10
COCc1ccc([C@@H]2C[C@H]3CN(Cc4cccnc4)C(=O)[C@]34CCCN24)o1	4	5	-5	1.2	0	1	i	1	-7
O=C(CCN1N=C(c2ccccc2)CCC1=O)NCCCN1CCOCC1	-14	-3	-6	-0.8	-1	2	i	3	-2
O=C(N/N=C/c1cccc(Cl)c1)C1CCCC1	-1	-8	-1	0.1	-3	3	i	0	-11
CCCCNC(=O)CCn1c(=S)[nH]c2cc3c(cc2c1=O)OCO3	-53	-3	-6	-0.7	2	-4	i	3	-3
O=C(Cc1ccc(NC(=O)C2CCN(C(=O)C3CCC3)CC2)cc1)Nc1ccc(C(=O)N2CCOCC2)cc1	9	3	-12	1.1	-3	23*	i	3	-5
Cc1cccc(Nc2nc(N)nc(CCl)n2)c1	5	-2	-5	0.7	-3	-2	i	-5	2
CS(=O)(=O)N(CC(=O)O)c1ccc(C23CC4CC(CC(C4)C2)C3)cc1	-8	1	-4	1.1	-5	0	i	5	-11
COc1cc(/C=C/C(=O)OCC(=O)N2c3ccccc3CC2C)cc(OC)c1OC (stereo not given)	1	3	17	1.0	-4	0	i	-1	1
COc1ccc(NS(=O)(=O)c2cccc(C(=O)N3CCOCC3)c2)cc1	-13	2	-5	-0.5	-8	-1	i	1	-4
CCOC(=O)CSc1nnc(CNC(=O)c2ccc([N+](=O)[O-])cc2)n1C	15	-8	-4	-0.1	-10	-6	i	2	-4
COc1ccc(CNC(=O)C2CCN(S(=O)(=O)c3ccc4c(c3)N(C(C)=O)CCO4)CC2)cc1	-2	-5	0	0.8	-3	3	i	2	-1
Cc1cccc(NC(=S)N(Cc2cccc(Br)c2)CC2CCC(C(=O)O)CC2)c1 (stereo not given)	-43	4	3	-0.2	-3	-1	i	-1	8
Cc1ccc(-c2nc(CSc3nc4ccccc4c(=O)n3CCO)cs2)cc1	11	-18	15	1.1	-5	-2	i	3	-9
Cc1cc(C)c2c(CN3CCN(C/C=C/c4ccccc4)CC3)cc(=O)oc2c1	4	-3	15	0.6	-1	0	i	0	-3
O=C1CCC(C(=O)Nc2cccc(S(=O)(=O)Nc3ccccc3F)c2)=NN1	31	3	-11	-0.2	-3	2	i	0	-10
O=C(CNc1cccc(S(=O)(=O)N2CCOCC2)c1)Nc1cccc(Br)c1	-8	3	7	-0.3	0	3	i	0	1
Cc1ccc(NC(=O)CSCc2cc(=O)n3ccsc3n2)cc1	7	2	-7	.	-6	3	i	-5	-7
O=C(Nc1ccccc1)C1=C[C@H](C2CC2)C[C@H](OCCCCO)O1	9	0	-12	-0.6	-4	3	i	-1	-8
CCC(C)(C)NC(=O)C(OC(=O)c1ccco1)c1ccccc1F (stereo not given)	5	3	2	1.1	-5	0	i	-2	-3
CCOC(=O)[C@H]1[C@H]2COc3cc(OC)ccc3[C@@H]2N2C(=O)N(c3cccc(Cl)c3)C(=O)[C@@]12C	19	1	34	.	-6	0	i	14	-1
O=C(CN1CCN(c2ncccn2)CC1)N1CCCC1	1	9	-4	-0.3	-5	-2	i	3	2
COc1ccc(S(=O)(=O)N2CCOCC2)cc1NC(=O)CCOc1ccc(C(C)(C)C)cc1	-23	1	37	-0.7	-5	1	i	1	-25
COc1cc2c(cc1OC)C(=O)Cc1ccc3c(c1CN(C)CC2)OCO3	-14	-1	-4	0.1	-3	-3	i	0	3
COc1ccc(C)cc1NC(=O)c1cccc(C(=O)Nc2cc(C)ccc2OC)c1	-4	3	40	1.0	-8	0	i	0	2
CCOC(=O)C(NC(C)=O)(Nc1ccc(S(=O)(=O)Nc2ccncn2)cc1)C(F)(F)F (stereo not given)	2	0	-4	-1.0	-3	0	i	1	5
S=c1[nH]nc(COc2ccc(Cl)cc2)n1Cc1ccco1	-38	-5	1	0.3	-1	4	i	3	-5

Shown as labelled records: part of the list above
CCc1ccc(OCC(=O)N/N=C/c2cc([N+](=O)[O-])ccc2N2CCCCCC2)cc1
  PABP1 MLLE inh = 3
  CSN inh = 5
  FAS-TE inh = 30
  MsrA inh = 1.3
  MsrA act = -3
  Rin1 Abl inh = 2
  Rpn11 block = i
  MT1-MMP act inh = 11
  eLon inh = -1
CCn1cnc2scc(-c3ccc(OC)cc3)c2c1=O
  PABP1 MLLE inh = -7
  CSN inh = 4
  FAS-TE inh = -1
  MsrA inh = -0.4
  MsrA act = -3
  Rin1 Abl inh = 2
  Rpn11 block = i
  MT1-MMP act inh = -4
  eLon inh = -3
CC1CCCN(CCOCCSc2ccccc2)C1 (stereo not given)
  PABP1 MLLE inh = -6
  CSN inh = -8
  FAS-TE inh = -8
  MsrA inh = 1.5
  MsrA act = -7
  Rin1 Abl inh = 1
  Rpn11 block = i
  MT1-MMP act inh = 3
  eLon inh = 13
COC(=O)CN1C(=O)COc2ccc(S(=O)(=O)N3CCCCCC3)cc21
  PABP1 MLLE inh = 1
  CSN inh = 2
  FAS-TE inh = -7
  MsrA inh = 0.5
  MsrA act = -1
  Rin1 Abl inh = 0
  Rpn11 block = i
  MT1-MMP act inh = 0
  eLon inh = -7

New compounds follow:
SMILES	PABP1 MLLE inh	CSN inh	FAS-TE inh	MsrA inh	MsrA act	Rin1 Abl inh	Rpn11 block	MT1-MMP act inh	eLon inh
CS(=O)(=O)c1ccc(C(=O)Nc2cc(-c3ccccc3)nn2-c2ccccc2)cc1	-4	-2	-2	0.8	-11	-3	i	-1	3
O=C(COc1ccc(Cl)cc1)NNC(=O)c1ccc(=O)[nH]c1	-42	0	-6	-0.5	-4	-2	i	-8	-2
CS(=O)(=O)c1ccccc1C(=O)Nc1nc2ccccc2[nH]1	-4	0	-6	0.2	-1	0	i	0	-1
COc1ccc(CCC(=O)NNC(=O)c2cc(Cl)ccc2OC)cc1	13	-1	-1	0.0	-1	-1	i	-1	5
COc1ccccc1/C=C1\SC(=S)N(CC(=O)NC2CCS(=O)(=O)C2)C1=O (stereo not given)	29	2	-2	0.8	-2	-7	i	2	0
Cc1onc(-c2ccccc2)c1C(=O)Nc1ncc([N+](=O)[O-])s1	17	4	-4	3.4	-3	-2	i	9	-16
Cn1c(-c2ccc(F)cc2)cnc1SCC(=O)NCc1ccco1	-30	-1	-4	-0.3	-4	3	i	1	-6
Cc1ccc(Sc2cc(N3CCOCC3)nc(-c3ccccc3)n2)cc1	-4	1	26	0.6	-1	1	i	1	1
O=C(NCCCN1CCOCC1)c1cccc(S(=O)(=O)N2CCc3ccccc32)c1	-78	6	0	0.4	0	-1	i	4	-9
COCCCN1C(=O)C(CC(=O)NCc2cccs2)CC(C(=O)N(C(C)C)C(C)C)=C1C (stereo not given)	3	-5	-6	-1.3	-3	4	i	0	-5
CC(C)n1c(Sc2nccn2C)nc2c1c(=O)n(C)c(=O)n2C	11	-3	-10	0.8	-1	4	i	7	-11
Cc1ccc(-c2ccc([C@H]3[C@@H]4C=CCC[C@@]4(C)C(=O)N3Cc3ccccc3)c(F)c2)cc1	4	-1	28	-0.3	-2	1	i	-3	-6
COc1ccc(-c2cn(CCO)c(-c3ccc(Cl)nc3)n2)cc1	-8	5	-6	-0.8	-2	-4	i	3	8
O=C(Nc1ccnn1C1CCN(Cc2ccc(Cl)cc2)CC1)C1CCCC1	1	2	0	0.6	-2	4	i	0	-3
Cc1cccc(-n2c(C)cc(/C=N\NC(=O)c3ccco3)c2C)c1	-94	-4	-4	3.7	-4	5	i	-8	-5
CCc1cc([N+](=O)[O-])cc(CC)c1N	1	0	2	1.6	-6	-2	i	-2	-5
Cc1nn(-c2ccccc2)c(C)c1C(=O)OCC(=O)NC(=O)NC1CCCC1	-16	-3	-12	-0.6	0	1	i	5	1
Cc1ccc(NC(=O)C2(NC(=O)c3cccc(N4C(=O)CSC4c4ccccc4)c3)CCCCC2)cc1 (stereo not given)	4	-5	17	0.4	2	1	i	-11	4
N#Cc1ccc(OCC(=O)NN2Cc3ccccc3C2=N)cc1	-12	-8	-1	-0.9	-1	-1	i	2	-5
CC(=O)c1c(C)[nH]c(C(=O)OCC(=O)Nc2cccnc2Cl)c1C	-33	8	-1	1.0	-2	5	i	-1	-3
O=C(c1cc(-c2cccs2)on1)N1CCOCC1	-65	0	-8	-0.5	-2	-4	i	11	-3
